# Vif-A3F inh = inhibitors of Vif-A3F interaction | HeLa A3F-eYFP + Vif (tagged APOBEC3F with the HIV-1 protein that degrades it), YFP fluorescence increase | Potency, µM (doses to about 46.1 µM), for inactives: at the top dose activity, negative = active | 390,000 compounds, 0.2% hits; also: potency is read from the fitted curve at half-maximal effect; % of control where 0% means no effect; nearly all actives have a fitted effect of over 65% in size
#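 Fluorescence increase (Ex 488/Em 500-530) after overnight compound treatment at 37 deg C flags inhibition of Vif-driven A3F-eYFP loss in stable HeLa A3F-eYFP/Vif cells seeded overnight beforehand.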
# LDHA inh = blocks human lactate dehydrogenase A. purified LDHA, NADH/diaphorase-resazurin fluorescence; active compounds read low. activity change, % (values are at about 110 or 230 µM). 480,000 compounds, 0.15% hits; in the data active = activity change below about -30%; inconclusive = mostly about -25% to -30%;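 also: plate controls were DMSO wells for no effect and wells without enzyme for full effect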
#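 Human LDH5 at 2 nM final in Tris HCl pH 7.4 with 0.06 mM NADH and 0.2 mM pyruvate, reacted 5 minutes at room temperature. Remaining NADH coupled via diaphorase/resazurin; resorufin fluorescence read at 0 and 20 minutes, normalized to enzyme-free and DMSO wells.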
# PI4K2A block = blocks human PI4K2A kinase activity | purified PI4K2A, ADP-Glo luminescence, 1 h; active compounds read low | activity change, negative = inhibition, % at 76.9 µM | 420,000 compounds, 0.13% hits | AID 1346378; in the data active = activity change below about -50%; inconclusive = mostly about -30% to -49%;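 also: -100% = wells without enzyme as full effect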
#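 ADP-Glo luminescence measured ADP generated by PI4K2A enzyme (4 ug/mL before mixing) with 1.2 mM PI substrate (pre-mix) and 300 microM ATP (pre-mix). Tris pH7.5 buffer with MgCl2, Triton X-100; 1 h reaction at ambient temperature.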
# TrxR1 substrate = is turned over as a substrate by rat TrxR1; O89049; purified TrxR1 substrate turnover, NADPH consumption readout; Potency, µM (top dose mostly 114 µM), for inactives: top-dose activity change, negative = substrate turnover; 390,000 compounds, 0.01% hits; AID 588456; also: potency is read from the fitted curve at half-maximal effect; % is scaled to controls: 0 for no effect and ±100 for the full control effect; nearly all actives have a fitted effect of over 50% in size
#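 Rat TrxR1, dispensed at 90 nM, was prereduced with 400 uM NADPH (final) for 5 min at ~22 deg C, then incubated with compound 15 min before 400 uM selenite. A first-read NADPH fluorescence drop versus no-compound background flagged substrates.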
# RXFP1 ag = activates the human relaxin receptor RXFP1; Q9HBX9; HEK293T-RXFP1 cAMP TR-FRET, 30 min; response scale: percent of porcine relaxin response, buffer zero; Potency, µM (titrated, usually from 57.5 µM), without a hit: at the top dose activation, usual class: activators; 370,000 compounds, 0.3% hits; AID 2676; also: potency is read from the fitted curve at half-maximal effect; % is scaled to controls: 0 for no effect and ±100 for the full control effect; nearly all actives have a fitted effect of over 60% in size; many of its hits are not listed in these tables
#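 Agonist response is measured as cAMP accumulation in an RXFP1-transfected HEK293T line under PDE4 inhibition. Values are scaled between buffer-only and 29 nM porcine relaxin, and EC50s come from standard Hill equation fits.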
# Glioma ERSR ind = induces the endoplasmic reticulum stress response in human glioma cells; 420,000 compounds, 0.02% hits; AID 602332; U87-MG GRP78 promoter luciferase reporter, 16 h; Potency, µM, for the others: at the top dose activation, hits mostly activators; also: potency is read from the fitted curve at half-maximal effect; series mostly up to about 76 µM; % of control where 0% means no effect; nearly all actives have a fitted effect of over 35% in size
#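 ERSR induction read as luciferase luminescence (Bright-Glo, 10 min at room temperature) in stably transfected human U87-MG glioma cells exposed to compounds for 16 h, using GRP78 as sensor.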
# Vif-APOBEC3G blk = Vif-A3G binding inhibition | AID 602310 | HeLa A3G-eYFP + Vif (tagged APOBEC3G with the HIV-1 protein that degrades it), YFP fluorescence, overnight | Potency, µM (top dose mostly 46.1 µM), for the others: top-dose activity, negative = active, usual class: inhibitors | 410,000 compounds, 0.076% hits;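 also: potency is read from the fitted curve at half-maximal effect; % is scaled to controls: 0 for no effect and ±100 for the full control effect; nearly all actives have a fitted effect of over 60% in size; hits raise eYFP signal because A3G escapes Vif-driven loss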
#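 Read-out is eYFP fluorescence (Ex 488/Em 500-530) from Vif-expressing HeLa A3G-eYFP cells; more signal means A3G escaped Vif-mediated degradation. Cells plated overnight, compound pinned in, incubated overnight at 37 deg C.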
# IDH1 R132H inh = inhibitors of human mutant IDH1 R132H; IDH1-R132H enzyme, NADPH consumption, diaphorase/resazurin fluorescence; 390,000 compounds, 0.093% hits; O75874; Potency, µM (highest dose often 76.6 µM), for the others: at the top dose activity change, negative = inhibition, hits mostly inhibitors; also: potency is read from the fitted curve at half-maximal effect; % is scaled to controls: 0 for no effect and ±100 for the full control effect; nearly all actives have a fitted effect of over 65% in size
#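 IDH1-R132H (0.5 ug/mL) preincubated 30 min with compound, then NADPH (0.016 mM) and alpha-KG (2 mM) added; 80 min at RT, pH 7.5. Remaining NADPH coupled via diaphorase/resazurin to fluorescence (540/590 nm); concentration-response curves normalized to no-enzyme control.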
# USP1 inh = blocks the human USP1/UAF1 deubiquitinase complex. O94782. AID 743255. recombinant USP1/UAF1, Ub-Rhodamine cleavage fluorescence. Potency, µM (titrated, usually from 57.1 µM), without a hit: at the highest dose activity change, negative = inhibition, usual class: inhibitors. 390,000 compounds, 0.23% hits; also: potency is read from the fitted curve at half-maximal effect; % is scaled to controls: 0 for no effect and ±100 for the full control effect; nearly all actives have a fitted effect of over 60% in size; inactives centre near -12
# Target sequence (O94782 whole entry, looked up): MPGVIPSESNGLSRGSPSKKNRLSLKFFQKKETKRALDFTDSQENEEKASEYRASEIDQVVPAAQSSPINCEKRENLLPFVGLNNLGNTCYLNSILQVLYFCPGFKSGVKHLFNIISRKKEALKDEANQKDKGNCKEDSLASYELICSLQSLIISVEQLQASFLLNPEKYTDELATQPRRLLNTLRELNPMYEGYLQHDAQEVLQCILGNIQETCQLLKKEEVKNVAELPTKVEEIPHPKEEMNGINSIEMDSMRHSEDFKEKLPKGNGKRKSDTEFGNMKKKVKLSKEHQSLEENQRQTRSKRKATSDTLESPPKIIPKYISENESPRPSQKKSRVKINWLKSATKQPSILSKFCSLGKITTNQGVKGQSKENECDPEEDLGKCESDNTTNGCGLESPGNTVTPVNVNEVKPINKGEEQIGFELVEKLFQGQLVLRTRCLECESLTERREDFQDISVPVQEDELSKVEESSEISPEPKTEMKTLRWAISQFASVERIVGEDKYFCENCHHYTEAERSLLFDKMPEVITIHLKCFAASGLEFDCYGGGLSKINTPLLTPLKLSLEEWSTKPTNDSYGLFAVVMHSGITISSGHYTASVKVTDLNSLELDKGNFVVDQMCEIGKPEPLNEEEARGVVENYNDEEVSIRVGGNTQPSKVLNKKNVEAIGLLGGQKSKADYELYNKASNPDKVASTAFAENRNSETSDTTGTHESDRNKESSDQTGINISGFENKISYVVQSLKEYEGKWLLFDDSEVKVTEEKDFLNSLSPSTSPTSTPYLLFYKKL
#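 USP1/UAF1 complex (1 nM) preincubated 15 min at room temperature with compound, then Ub-Rho substrate (150 nM final) added. Kinetic fluorescence at 480/540 nm over 6 reads at 60 s intervals; 50 mM HEPES pH 7.8, 0.5 mM EDTA, 0.1 mg/ml BSA, 1 mM TCEP, 0.01% Tween-20.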
# Active calls of the source: *; ? = inconclusive; nt = no result given; [ ] = remark or other dose. Unless noted, calls follow the shape of the dose curve; as a rule, active = well fitted curve in the direction sought with a large enough effect; inconclusive = small, poorly fitted or top-dose-only effect, or another doubt; inactive = no such curve, though single readings can be large; an effect the other way counts as inactive or inconclusive. Not all compounds are listed, so the mix of outcomes need not match the whole.
SMILES,Vif-A3F inh,LDHA inh,PI4K2A block,TrxR1 substrate,RXFP1 ag,Glioma ERSR ind,Vif-APOBEC3G blk,IDH1 R132H inh,USP1 inh
COc1ccccc1C(=O)Nc1ccccc1C(=O)N1CCCC1,6%,-4,4,-7%,1.5%,-1%,2%,3%,-5%
CCC(=O)N1CCc2cc(S(=O)(=O)NC(CC(C)C)C(=O)NCc3ccc(C)cc3)ccc21 (stereo not drawn),0%,-18,-1,0%,1.9%,-4%,-1%,1%,-4%
COc1ccc(OC)c2c1sc(=NC(=O)C1COc3ccccc3O1)n2C (stereo not drawn),-10%,-8,4,14%,0.0%,-3%,0%,-2%,-22%
Cc1csc(SCC(=O)Nc2sccc2C(N)=O)n1,10%,-8,13,8%[57.1 µM],-1.2%,-1%,-6%,10%,-2%
Cc1csc(NC(=O)Cc2c(F)cccc2Cl)n1,4%,-3,0,0%,2.1%,0%,2%,3%,-17%
N=C1C(c2nc(-c3ccc(F)cc3)cs2)=C(O)CN1CCCN1CCOCC1,nt,-2,1,-1%,-3.5%,0%,-3%,1%,-21%
CC(C)(C)OC(=O)N[C@@H](Cc1ccccc1)C(=O)NCC1CCC(C(=O)N[C@@H](CCC(N)=O)C(=O)O)CC1 (stereo partly drawn),?,3,3,4%,4.3%,-4%,-9%,0%,-16%
CC(C)C[C@H]1CN([C@@H](Cc2ccccc2)CN2CCC[C@@H]2CN2C(=O)C(=O)NC[C@@H]2Cc2ccc(O)cc2)C(=O)C(=O)N1CCc1ccccc1,nt,-5,-6,nt,nt,0%,-4%,nt,nt
C=CCn1cnc2c(nnn2-c2ccc(Cl)cc2)c1=O,6%,-9,1,5%[57.1 µM],-0.4%,-4%,-3%,1%,-8%
O=C(c1ccco1)c1nnn(Cc2ccccc2)c1-c1ccccc1,-5%,-1,6,8%,0.2%,0%,1%,11%,-12%
Fc1ccc(CN2CCC(Cc3ccccc3)CC2)cc1F,-15%,-12,2,-2%,1.9%,-2%,-2%,-5%,2%
COc1ccc(-n2c(SCc3nc(-c4ccc(C)cc4)no3)nnc2-c2ccncc2)cc1,0%,1,2,4%,-2.0%,-2%,-4%,9%,-25%
CC(=O)N1c2ccc(S(=O)(=O)N(C)Cc3ccccc3)cc2CC1C (stereo not drawn),1%,-1,1,-2%,0.0%,-3%,2%,-4%,-15%
COc1cc(OC)cc(-c2cc(N)n(S(=O)(=O)Cc3ccccc3)n2)c1,6%,-6,-3,-1%,-0.3%,-3%,-1%,-3%,-31%
Cc1ccc(C)c2[nH]c(=O)c(CCNC(=O)c3ccco3)cc12,-4%,3,-2,9%,0.3%,0%,-8%,1%,-18%
O=C(CN(C(=O)CNC(=O)c1ccco1)c1ccc(F)cc1)NC1CCCCC1,-14%,-5,-4,0%,4.1%,-4%,1%,-2%,-26%
Cc1ccc(NC(=O)CSc2nc(N)cc(=O)[nH]2)cc1Cl,-13%,-4,0,38%,3.2%,10%,-6%,8%,-13%
Cc1c(C=Nc2ccc(S(=O)(=O)N(C)C)cc2)c(O)[nH]c(=O)c1C#N,17%,15,-1,-5%,nt,-2%,2%,22%,-9%
COc1ccc(CCNC(=O)C(=O)Nc2ccc3nc4n(c(=O)c3c2)CCCCC4)cc1OC,2%,0,3,3%,0.0%,1%,-3%,-1%,-21%

# Compound profiles (already shown):
# Profile of C=CCn1cnc2c(nnn2-c2ccc(Cl)cc2)c1=O = Vif-A3F inh = 6%; LDHA inh = -9; PI4K2A block = 1; TrxR1 substrate = 5%[57.1 µM]; RXFP1 ag = -0.4%; Glioma ERSR ind = -4%; Vif-APOBEC3G blk = -3%; IDH1 R132H inh = 1%; USP1 inh = -8%
# Profile of Cc1ccc(NC(=O)CSc2nc(N)cc(=O)[nH]2)cc1Cl = Vif-A3F inh = -13%; LDHA inh = -4; PI4K2A block = 0; TrxR1 substrate = 38%; RXFP1 ag = 3.2%; Glioma ERSR ind = 10%; Vif-APOBEC3G blk = -6%; IDH1 R132H inh = 8%; USP1 inh = -13%

# An excerpt from above, reduced to PI4K2A block and Vif-A3F inh.
mol,PI4K2A block,Vif-A3F inh
COc1ccc(-n2c(SCc3nc(-c4ccc(C)cc4)no3)nnc2-c2ccncc2)cc1,2,0%
CC(=O)N1c2ccc(S(=O)(=O)N(C)Cc3ccccc3)cc2CC1C (stereo not drawn),1,1%

# From PubChem
